NPSR antag = qHTS Assay for Antagonists of the Neuropeptide S Receptor: cAMP Signal Transduction. Q6W5P4. Potency, µM (titrated, usually from 38.3 µM), for inactives: at the top dose activity change, negative = inhibition, hits mostly inhibitors. CHO-NPSR cells, cAMP TR-FRET, antagonist mode. hit rate 1% among 220,000; also: potency is read from the fitted curve at half-maximal effect; % is scaled to controls: 0 for no effect and ±100 for the full control effect; nearly all actives have a fitted effect of over 50% in size; many of its hits are not listed in these tables
HttQ103 aggreg = qHTS Multiplex Assay to Identify Dual Action Probes in a Cell Model of Huntington: Aggregate Formation (GFP). PC12 HttQ103-GFP aggregates, Acumen cytometry, 40 h. Potency, µM (doses to about 46.1 µM), for the others: at the top dose activity change, negative = inhibition, most hits filed as inhibitors. hit rate 1.1% among 220,000; also: potency is read from the fitted curve at half-maximal effect; % is scaled to controls: 0 for no effect and ±100 for the full control effect; nearly all actives have a fitted effect of over 60% in size
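Compounds (qHTS titration) were added to PC12 cells expressing an ecdysone-driven HTT exon 1 Q103–GFP fusion after induction with 100 nM tebufenozide. Aggregate formation was measured as GFP objects in cell lysates.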
CBFb RUNX1 block = qHTS Assay for Compounds Blocking the Interaction Between CBF-beta and RUNX1 for the Treatment of Acute Myeloid Leukemia; Potency, µM (highest dose often 59.8 µM), for the others: top-dose activity, negative = inhibition, hits mostly inhibitors; 230,000 tested, under 10 active; Runt-related transcription factor 1 (Homo sapiens) + Core-binding factor subunit beta …; AlphaScreen CBFb-His/RUNX1-biotin binding, biochemical; AID 1477, 2009; also: % of control where 0% means no effect
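His-tagged CBF-beta and biotinylated RUNX1 (30 nM each) were premixed 20 min at room temperature, exposed to compound for 15 min, then given nickel-chelate and streptavidin AlphaScreen beads (50 ng each). After 90 min, AlphaScreen signal was read.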
Epigenetic derep = Quantitative High-Throughput Screen for Regulators of Epigenetic Control | murine LDR cells, GFP reporter derepression, 30 h | Potency, µM (doses to about 53.9 µM), inactives show at the top dose GFP activation, hits mostly activators | hit rate 0.2% among 280,000; also: potency is read from the fitted curve at half-maximal effect; % of control where 0% means no effect; nearly all actives have a fitted effect of over 60% in size
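Readout is the number of GFP-expressing murine LDR cells, counted by cytometry following washing. Cells were treated with compound for 30 h at 37 C; the stably integrated CMV-GFP locus is normally silent.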
Luc counter = Counterscreen for Luciferase (Kinase-Glo TM) Inhibition; Luciferin 4-monooxygenase (Photuris pensylvanica), Q27757; Kinase-Glo luciferase, ATP luminescence, 8 min; Potency, µM (series often up to 38.3 µM), inactives show at the top dose activity change, negative = inhibition, most hits filed as inhibitors; hit rate 0.28% among 200,000; also: potency is read from the fitted curve at half-maximal effect; % is scaled to controls: 0 for no effect and ±100 for the full control effect; nearly all actives have a fitted effect of over 60% in size
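Substrate mix (final 50 mM imidazole pH 7.2, 50 mM KCl, 7 mM MgCl2, 10 uM ATP, 0.01% Tween 20, 0.05% BSA) plus pin-tool compound, then Kinase-Glo detection mix; 8 min ambient, luminescence read.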
IMPase Li cell = qHTS Assay for Identifying the Cell-Membrane Permeable IMPase Inhibitors: Potentiation with Lithium | CHO-M1 cells, IP1 TR-FRET (IP-One), carbachol + lithium | Potency, µM (top dose mostly 59.4 µM), for the others: at the highest dose activity, negative = IMPase inhibition, actives largely listed as inhibitors | hit rate 0.35% among 210,000 | AID 1457, 2008;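 also: IP1 builds up when IMPase is blocked and the TR-FRET signal falls; potency is read from the fitted curve at half-maximal effect; plate controls were basal vehicle for no effect and high inhibitor control for full effect; nearly all actives have a fitted effect of over 50% in size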
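CHO cells stably expressing M1 receptor (2000/well) were cultured 16–30 h, then exposed to compounds with a small lithium addition for 30 min at 37C. IP1 was measured by TR-FRET competition; AC50 from Hill fits.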
L3MBTL1 block = qHTS Assay for the Inhibitors of L3MBTL1 | AlphaScreen L3MBTL1–H3K9me1 peptide binding | Potency, µM (highest dose often 57.1 µM), without a hit: at the highest dose activity, negative = inhibition, actives largely listed as inhibitors | Lethal(3)malignant brain tumor-like protein 1 (Homo sapiens), Q9Y468 | hit rate 0.66% among 230,000; also: potency is read from the fitted curve at half-maximal effect; % is scaled to controls: 0 for no effect and ±100 for the full control effect; nearly all actives have a fitted effect of over 60% in size
Target sequence (Q9Y468 whole entry, looked up): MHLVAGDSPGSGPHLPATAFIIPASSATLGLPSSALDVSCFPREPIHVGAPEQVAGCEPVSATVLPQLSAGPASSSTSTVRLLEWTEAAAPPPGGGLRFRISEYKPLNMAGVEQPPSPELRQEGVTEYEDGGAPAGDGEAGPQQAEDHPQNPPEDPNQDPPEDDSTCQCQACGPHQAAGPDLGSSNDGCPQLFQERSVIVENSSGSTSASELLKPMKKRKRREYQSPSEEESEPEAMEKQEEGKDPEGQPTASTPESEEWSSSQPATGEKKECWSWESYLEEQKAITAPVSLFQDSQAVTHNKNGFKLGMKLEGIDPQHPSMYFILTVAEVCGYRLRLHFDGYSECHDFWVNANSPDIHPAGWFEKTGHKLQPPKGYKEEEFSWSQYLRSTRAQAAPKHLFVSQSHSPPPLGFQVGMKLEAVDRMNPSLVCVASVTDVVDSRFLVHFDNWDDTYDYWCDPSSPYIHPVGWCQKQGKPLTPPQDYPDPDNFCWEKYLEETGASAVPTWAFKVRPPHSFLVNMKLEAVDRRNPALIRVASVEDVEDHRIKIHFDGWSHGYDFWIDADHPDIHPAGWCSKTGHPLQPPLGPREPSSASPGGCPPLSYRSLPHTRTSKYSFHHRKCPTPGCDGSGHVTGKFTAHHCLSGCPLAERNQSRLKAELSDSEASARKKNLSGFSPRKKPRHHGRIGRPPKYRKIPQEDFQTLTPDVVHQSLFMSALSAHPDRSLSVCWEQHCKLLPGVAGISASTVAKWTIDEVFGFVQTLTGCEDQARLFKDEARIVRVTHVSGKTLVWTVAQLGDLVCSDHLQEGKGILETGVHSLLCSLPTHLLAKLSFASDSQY
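L3MBTL1 (50 nM) pre-complexed 30 min with biotinylated H3(1-15)K9me1 peptide (75 nM), then compounds added for 30 min at room temperature; AlphaScreen streptavidin donor/nickel chelate acceptor beads (10 ug/mL final) read after 30 min dark incubation.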
* marks the source's active call; other numbers are inactive results; u = inconclusive; x = not tested or not shown; [ ] = dose if it differs, or a comment. Calls follow the shape of the dose curve; as a rule, active = well fitted curve in the direction sought with a large enough effect; inconclusive = small, poorly fitted or top-dose-only effect, or another doubt; inactive = no such curve, though single readings can be large; an effect the other way counts as inactive or inconclusive.

[1] CC1=Nc2cccc3cccc(c23)N1
[2] CCCn1c(C)nc2c(NCCCN(C)C)nc(C)nc21
[3] CCOC(=O)COc1ccc(S(=O)(=O)NCCC2=CCCCC2)cc1
[4] CC(=O)Nc1sc(N/N=C\c2ccc(O)cc2)nc1-c1cccs1
[5] CCN1C(=O)C(O)(CC(=O)c2cccc(-n3cccc3)c2)c2ccccc21 (configuration not stated)
[6] Cc1ccc(Nc2nc3c(s2)CCC3)c(C)c1

Assay by compound	1	2	3	4	5	6
NPSR antag	-25%[46.1 µM]	x	-11%[46.1 µM]	-11%	-6%	-3%[46.1 µM]
HttQ103 aggreg	18%	x	-11%	44%[9.22 µM]	2%[9.22 µM]	13%
CBFb RUNX1 block	-22%	3%	4%	-6%	-16%	-7%
Epigenetic derep	-2.0%	2.6%	2.4%	2.8%	-1.6%	-1.2%
Luc counter	-6%	0%	2%	x	-5%	-3%
IMPase Li cell	34%[activator][38.3 µM]	6%	49%[activator][38.3 µM]	x	3%	-4%
L3MBTL1 block	-15%	x	x	-4%	-9%	-5%

[7] CC(=O)O/N=C/c1c(C)c(C=O)n2ccccc12
[8] Cc1cc(C)cc(N=c2c([N+](=O)[O-])nn(-c3cccc(Cl)c3)n2O)c1
[9] CC(C)c1ccc(NC(=O)CSc2n[nH]c(=O)n2-c2ccc3c(c2)OCCO3)cc1
[10] O=C(NNC(=O)c1cccs1)Nc1cccc(Cl)c1
[11] CNC(=O)COC(=O)c1[nH]c(C)c(C(C)=O)c1C
[12] O=C(CCC(=O)OCc1cccc(C(=O)Oc2ccccc2)c1)Nc1cccc2ccccc12

Assay by compound	7	8	9	10	11	12
NPSR antag	12%	-18%[46.1 µM]	-4%	1%[46.1 µM]	-9%[46.1 µM]	-17%[46.1 µM]
HttQ103 aggreg	-25%	-14%	27%[9.22 µM]	-5%	0%	-9%
CBFb RUNX1 block	4%	u	15%	-1%	16%	11%
Epigenetic derep	-2.6%	u	1.1%	-0.5%	0.0%	-3.3%
Luc counter	4%	-6%	x	0%	0%	2%
IMPase Li cell	0%	9%[38.3 µM]	x	0%[38.3 µM]	-5%	-5%[38.3 µM]
L3MBTL1 block	-11%	x	-4%	28%	13%	-2%

[13] CCn1c(COc2ccccc2C)nnc1SCC(=O)NCc1ccccc1
[14] CCN(Cc1cc(=O)[nH]c2ccccc12)C(=O)C(C)C
[15] O=C(CSc1nc2ccccc2o1)NCCOc1ccccc1
[16] N#C/C(=C/c1ccc(Br)o1)C(N)=S
[17] O=c1cc(C(F)(F)F)oc2c1ccc1ccccc12
[18] COC(=O)C1=C(C)NC(C)=C(C(=O)OC)C1c1ccccn1

Assay by compound	13	14	15	16	17	18
NPSR antag	-14%[46.1 µM]	-11%	-2%[46.1 µM]	u	9%[46.1 µM]	3%[46.1 µM]
HttQ103 aggreg	-4%	1%[9.22 µM]	2%	1%[9.22 µM]	-20%	11%
CBFb RUNX1 block	0%	0%	6%	-22%	2%	11%
Epigenetic derep	0.0%	0.4%	-0.7%	7.7%	2.4%	0.8%
Luc counter	-2%	x	-3%	x	-4%	4%
IMPase Li cell	-14%[38.3 µM]	x	21%[38.3 µM]	x	-2%	8%[38.3 µM]
L3MBTL1 block	6%	-3%	0%	-5%	7%	2%

Exported as labelled records: 3 of the compounds above
16	N#C/C(=C/c1ccc(Br)o1)C(N)=S
  NPSR antag: u
  HttQ103 aggreg: 1%[9.22 µM]
  CBFb RUNX1 block: -22%
  Epigenetic derep: 7.7%
  Luc counter: x
  IMPase Li cell: x
  L3MBTL1 block: -5%

17	O=c1cc(C(F)(F)F)oc2c1ccc1ccccc12
  NPSR antag: 9%[46.1 µM]
  HttQ103 aggreg: -20%
  CBFb RUNX1 block: 2%
  Epigenetic derep: 2.4%
  Luc counter: -4%
  IMPase Li cell: -2%
  L3MBTL1 block: 7%

18	COC(=O)C1=C(C)NC(C)=C(C(=O)OC)C1c1ccccn1
  NPSR antag: 3%[46.1 µM]
  HttQ103 aggreg: 11%
  CBFb RUNX1 block: 11%
  Epigenetic derep: 0.8%
  Luc counter: 4%
  IMPase Li cell: 8%[38.3 µM]
  L3MBTL1 block: 2%

The listing continues.
[19] Cc1ccc(S(=O)(=O)Cc2cn3cccnc3n2)cc1
[20] COc1ccccc1NC(=O)c1ccc(S(=O)(=O)N2CCCC2)cc1
[21] Cc1csc(NC(=O)CSc2nc(C(C)C)nc3c2c(=O)n(C)c(=O)n3C)n1
[22] COc1ccc(-c2csc(Nc3cccnc3)n2)cc1
[23] O=S(=O)(Nc1cccnc1)c1ccccc1
[24] O=[N+]([O-])c1cc(C(F)(F)F)cc([N+](=O)[O-])c1N1CCCNCC1

Assay by compound	19	20	21	22	23	24
NPSR antag	-16%[46.1 µM]	-15%[46.1 µM]	-15%[46.1 µM]	u	28%	16%
HttQ103 aggreg	-17%	6%	u	14%	4%	-1%
CBFb RUNX1 block	4%	-5%	8%	0%	-12%	1%
Epigenetic derep	-0.7%	-1.0%	0.0%	-0.1%	0.1%	-2.7%
Luc counter	6%	3%	-1%	3%	3%	-3%
IMPase Li cell	-13%[38.3 µM]	-3%[38.3 µM]	13%	-12%[38.3 µM]	-2%	22%
L3MBTL1 block	-2%	x	10%	x	x	-2%

[25] CCC(C)NC(=O)CCSc1ccc(C)cc1 (configuration not stated)
[26] COc1cc(NC(=O)COc2ccc(Br)cc2)ccc1NC(=O)C(C)C
[27] Cc1ccc(-n2c(C)cc(C(=O)CSc3n[nH]c(N)n3)c2C)cc1
[28] O=C1CC(Nc2ccc(N3CCOCC3)cc2)C(=O)N1C1CCCCC1 (configuration not stated)
[29] O=C(COC(=O)c1cnccn1)Nc1ccc2c(c1)OCO2
[30] COc1ccccc1N1CCN(c2nnc(-c3ccc(F)cc3)c3ccccc23)CC1

Assay by compound	25	26	27	28	29	30
NPSR antag	0%	-17%	-6%[46.1 µM]	-7%	-9%[46.1 µM]	u
HttQ103 aggreg	-5%	9%[9.22 µM]	u	17%	1%	-9%
CBFb RUNX1 block	1%	2%	-13%	u	-5%	-2%
Epigenetic derep	-0.7%	2.6%	-1.4%	-1.0%	0.0%	-1.2%
Luc counter	-5%	2%	-9%	1%	-2%	-3%
IMPase Li cell	-5%	11%	3%[38.3 µM]	9%	-6%[38.3 µM]	28%[38.3 µM]
L3MBTL1 block	6%	2%	-6%	u	8%[11.4 µM]	-6%

[31] CS(=O)(=O)NCCC1=CCCCC1
[32] O=[N+]([O-])c1cccc(-c2nnc(SCc3cccnc3)o2)c1
[33] Cc1ccccc1NC(=S)/C(=C(\[O-])c1ccc(C)c([N+](=O)[O-])c1)[n+]1ccccc1
[34] Nc1nc(C(=O)N2CCOCC2)nn1S(=O)(=O)c1ccc(Cl)cc1
[35] CC(C)C1CC(CCN)(c2ccccc2)CCO1 (configuration not stated)
[36] Cn1ccnc1SCC(=O)Nc1ccc(F)c([N+](=O)[O-])c1

Assay by compound	31	32	33	34	35	36
NPSR antag	0%[46.1 µM]	8%	-1%	4%[46.1 µM]	18%	3%
HttQ103 aggreg	11%	16%[9.22 µM]	21%	-20%	-10%[9.22 µM]	-6%
CBFb RUNX1 block	3%	4%	0%	5%	-11%	-4%
Epigenetic derep	-2.0%	1.0%	-1.1%	0.0%	2.6%	1.3%
Luc counter	-2%	-1%	1%	-2%	x	x
IMPase Li cell	26%[38.3 µM]	5%	6%	17%[38.3 µM]	x	-10%
L3MBTL1 block	16%	-1%	-8%	3%[11.4 µM]	41%[activator]	x

[37] CSc1ccccc1NC(=O)CN1CCN(Cc2ccccc2)CC1
[38] CC(C)c1ccc(-n2cnn(-c3ncccc3[N+](=O)[O-])c2=O)cc1
[39] CCOc1ccc(C(=O)NCC(=O)OCc2c(F)cccc2Cl)cc1OCC
[40] COc1ccc(N2C(=O)CSC2c2cccc(F)c2)c(OC)c1 (configuration not stated)
[41] CCn1c(SCC(=O)OCc2ccccc2)nnc1-c1ccco1
[42] N=C1C(c2ccccc2)=C(O)CN1c1cccc(O)c1

Assay by compound	37	38	39	40	41	42
NPSR antag	-10%	-18%	-5%	-13%[46.1 µM]	-22%[46.1 µM]	-5%
HttQ103 aggreg	-1%	-21%[9.22 µM]	-4%	5%	-2%	8%
CBFb RUNX1 block	1%	0%	9%	0%	-1%	3%
Epigenetic derep	-2.7%	1.3%	-1.1%	-1.4%	0.0%	-1.3%
Luc counter	6%	-7%	3%	-2%	-2%	x
IMPase Li cell	-2%	4%	3%	7%[38.3 µM]	5%[38.3 µM]	-1%
L3MBTL1 block	-6%	-8%	7%	0%	7%	x

[43] CC(NC(=O)CCc1ccc(S(=O)(=O)NC2CCCCC2)cc1)c1ccccc1 (configuration not stated)
[44] Cc1c(C(=O)OCC(=O)Nc2c(C)n(C)n(-c3ccccc3)c2=O)oc2ccccc12
[45] CCN(CC)CCCN=Cc1c(O)n(Cc2ccccc2)c(=O)c2ccccc12
[46] COc1ccc(OC)c(-c2csc(NC(=O)CSc3ccc(Br)cc3)n2)c1
[47] CCOCCCNC(=O)C(C)NS(=O)(=O)c1ccc(C)cc1 (configuration not stated)
[48] CCOC(=O)c1c(N)sc(C(O)(C(F)(F)F)C(F)(F)F)c1-c1ccc(Cl)cc1
[49] O=C(NCCO)C(c1ccccc1)c1ccccc1
[50] COc1ccccc1N1CCN(C(=O)CCNS(=O)(=O)c2ccc(Br)s2)CC1
[51] CCN1CCN(S(=O)(=O)c2ccc(Oc3ccccc3OC)cc2)CC1

Assay by compound	43	44	45	46	47	48	49	50	51
NPSR antag	-20%[46.1 µM]	7%	4%[46.1 µM]	-26%	4%[46.1 µM]	-19%[46.1 µM]	-7%[46.1 µM]	-7%[46.1 µM]	2%
HttQ103 aggreg	-26%	-1%	18%	18%	-10%	-17%	-13%	-7%	-21%
CBFb RUNX1 block	1%	-2%	-4%	-5%	5%	-3%	0%	0%	6%
Epigenetic derep	0.9%	0.0%	5.2%	3.4%	-1.1%	9.4%	-0.6%	0.0%	-0.2%
Luc counter	-2%	-2%	-6%	2%	8%	-4%	-3%	0%	1%
IMPase Li cell	24%[38.3 µM]	0%	42%[activator][38.3 µM]	10%	-2%[38.3 µM]	23%[38.3 µM]	-2%[38.3 µM]	-6%[38.3 µM]	10%
L3MBTL1 block	x	8%	x	-15%	-6%	x	2%	1%	0%

This is a subset. The share of hits here may be higher or lower than overall.
